# Screening data (PubChem BioAssay)
# HSF1 activator: HSF-1 activators, primary screen, NIH3T3-HGL cells, MG132 stress, luminescence, single point. NIH3T3-HGL HSF-1 luciferase reporter, 8 h; 100% = twice DMSO control signal. activation, % at 9 µM. hit rate 1.7% among 300,000. AID 504408, 2011;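 active means mean replicate activation of at least 50% with a set share of replicates each reaching 50%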;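 further: 0% = median of the neutral control wells and 100% = twice that signal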
# aSyn 5UTR inh: MLPCN primary screen, SNCA 5' untranslated region | alpha-synuclein 5'UTR reporter, inhibitor activity | inhibition, % (tested at 7.5 µM) | hit rate 0.82% among 300,000; in the data active means inhibition above about 60%;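 further: H4 neuroglioblastoma cells stably carrying SNCA 5'UTR luciferase fusion; 0% = DMSO wells and 100% = positive control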
# HSP90 refold inh: HSP90 inhibitors, primary screen, cell lysate, luminescence. Heat shock protein HSP 90 (rabbit reticulocyte lysate; luciferase refolding). Rabbit reticulocyte lysate, luciferase refolding luminescence, 3 h. inhibition, % at 5.6 µM. hit rate 0.91% among 290,000. AID 1789, 2009;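 active means inhibition above the screen-wide mean plus 3 SD, computed separately per campaign, cut at about 16% in these data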;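 further: 0% = DMSO wells and 100% = 60 µM geldanamycin wells; inhibitors lower the luminescence because luciferase stays unfolded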
# HIF activator: HIF pathway transcriptional activators, primary screen, cell-based, U2OS HRE-luciferase, luminescence; hit rate 0.32% among 300,000; U2OS HRE-luciferase reporter; normalized: DMSO 0%, desferrioxamine 100%; AID 1910, 2009; activation, % at 7.5 µM (by protocol);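 active means mean activation of at least 10% of the iron chelator positive control signal, with at least half of replicates also reaching 10%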
# AI-2 QS mod: Vibrio harveyi AI-2 quorum sensing modulators, primary screen, JMH597 strain, luminescence/OD600 ratio. Vibrio harveyi JMH597 AI-2 luminescence/OD600 ratio, 9 h; stronger effect = lower value; strain lacks LuxN and CqsS sensors; 0 = neutral-control median. AID 2094, 2009. hit rate 0.4% among 300,000. activity change, % at 7.5 µM; in the data active means activity change below about -75%, passing the limit was not always enough;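 further: luminescence divided by OD600 gain over 9 h not by final OD600 alone; inactives centre near 13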
# SKKanGAS inh: S. pyogenes SKKanGAS growth inhibitors in kanamycin, primary screen, streptokinase expression inhibitor project, SKKanGAS strain, BacTiter-Glo luminescence | AID 1662, 2009 | hit rate 1.3% among 300,000 | inhibition, % at 7.5 µM | 6 h;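 active means mean replicate score, as percent of positive control median, at least 50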;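 further: strain carries kanamycin resistance gene driven by streptokinase promoter and grows in 40 µg/ml kanamycin; loss of luminescence reflects streptokinase promoter inhibition or plain growth inhibition; 0% = median of DMSO wells and 100% = positive control at its reference dose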
# IEC-6 cytotox: cytotoxicity in IEC-6 intestinal epithelial cells, primary screen, cytotoxicity control for KLF5 inhibitor project, cell-based, luminescence; IEC-6 cytotoxicity, luminescence viability; inhibition, % at 5 µM; hit rate 0.78% among 290,000; in the data active means inhibition above about 22%;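 further: 0% = plate median of test compound wells and 100% = cytotoxic reference compound wells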
# Platelet DG rel: inhibitors of platelet dense granule secretion, primary screen, cell-based, MLPCN, human platelets; hit rate 0.22% among 300,000; human platelet-rich plasma, SFLLRN dense granule ATP release, luminescence; inhibition, %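 (compounds screened at 7.5 µM in platelet-rich plasma)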;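 active means mean replicate score, as percent of positive control, at or above 50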
# KLF5 inhibitor: KLF5 expression inhibitors, primary screen, DLD-1 cells, luminescence; DLD-1 KLF5 promoter-luciferase reporter; hit rate 0.23% among 290,000; inhibition, % at 5 µM;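 active means inhibition above a per-plate limit of that plate's mean compound inhibition plus 3 SD, cut at about 60% in these data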;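 further: 0% = DMSO wells and 100% = LY294002 at 200 µM; higher means less KLF5 promoter-driven luciferase light; inactives centre near -14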
# HSF1 inhib: HSF1 inhibitors in luciferase reporter cells, primary screen, cell-based, NIH3T3, luminescence; NIH3T3-HGL HSE-luciferase, MG132-induced, luminescence 8 h; stronger effect = lower value; activity change, negative = inhibition, % at 7.5 µM (by protocol); hit rate 0.77% among 300,000; AID 2098, 2009;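 active means more than half of replicate wells show activity change below -50%, luminescence cut by over half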;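 further: luciferase reports HSF-1 transcriptional activity via heat shock element; 0% = median of DMSO wells and -100% = zero luminescence signal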
# Starred values were filed as active, the others as inactive; nt = no result given. An unsorted share of the library (roughly 6% active in at least one column).
SMILES,HSF1 activator,aSyn 5UTR inh,HSP90 refold inh,HIF activator,AI-2 QS mod,SKKanGAS inh,IEC-6 cytotox,Platelet DG rel,KLF5 inhibitor,HSF1 inhib
Cc1c(-c2ccccc2)nc(-c2ccccc2)[nH]c1=O,5.6,29.1,-0.1,-0.2,13.7,0.6,-0.1,-7.4,12.0,0.7
COc1ccc(CCNC(=O)CC2Nc3cc(C)c(C)cc3NC2=O)cc1OC (stereo not given),15.6,-1.7,2.4,-0.1,-3.9,-2.9,-0.5,3.2,-16.6,-0.3
C/C(=N/NC(=O)CN1CCN(S(=O)(=O)c2ccc(Br)cc2)CC1)c1ccco1,-4.4,5.9,-0.8,-0.2,20.2,2.4,-4.3,-0.1,2.3,-5.2
CS(=O)(=O)c1ccc(Cl)c(NC(=O)CCCSc2ccccc2)c1,36.5,19.4,3.9,-0.3,13.6,-1.6,1.1,0.1,6.4,10.2
O=C(CN1CCN(Cc2ccc(Cl)cc2)CC1)N/N=C/c1c[nH]c2ccccc12,7.8,20.2,1.6,-0.1,-12.9,3.7,3.2,0.0,-3.8,-2.6
O=C(O)CCCN1C(=O)/C(=C/C=C/c2ccco2)SC1=S,-20.5,21.9,5.9,-1.5,19.1,-5.7,-24.2,-10.0,-5.0,-0.2
Cc1cc(C)nc(NC=C2C(=O)OC(C)(C)OC2=O)n1,42.6,14.6,7.1,-0.2,13.7,-3.3,6.7,0.1,-1.2,11.5
COc1ccc(Cc2nnc(NC(=O)C(C)C)s2)cc1,6.2,0.9,3.3,-0.3,13.5,3.2,2.9,20.9,-14.4,-2.6
COc1ccc(F)c(CN(C)CC2CCCN(CCc3ccc(F)cc3)C2)c1 (stereo not given),-1.4,-0.1,-5.3,-0.8,9.9,3.6,-1.5,3.1,-12.5,1.2
COc1ccc(CNC(=O)C(c2ccco2)N(C(=O)CNS(=O)(=O)c2ccccc2)c2ccccc2C)cc1 (stereo not given),-27.9,22.6,4.9,-0.7,32.8,2.6,2.4,-2.1,-18.9,0.6
Cc1cccc(OCCN2C(=O)c3ccccc3C2=O)c1,41.7,-66.9,-2.3,2.6,5.1,3.4,-5.5,-0.9,-35.3,21.2
O=C(NCCCO)/C(=C/c1ccc(-c2cccc([N+](=O)[O-])c2)o1)NC(=O)c1ccccc1,8.5,20.3,-3.0,-1.1,26.0,16.3,-4.8,-8.7,-9.3,0.1
CN(C)CCCNC(=S)N1CCn2c(nc3ccccc32)C1,3.5,0.4,-2.5,0.1,11.5,6.3,3.8,-9.1,-9.4,0.5
CNc1oc(C)nc1S(=O)(=O)c1ccccc1,-13.1,-8.8,1.7,-1.5,-4.9,0.5,-1.3,-8.6,-18.8,-8.5
COc1ccccc1C(=O)COC(=O)Cn1nc(C)c([N+](=O)[O-])c1C,-6.2,-4.0,nt,-0.1,19.7,9.1,nt,5.4,nt,-5.7
N=c1n(N)c2ccccc2n1CC(=O)c1ccc(Br)cc1,-4.4,-108.9,-1.0,0.4,-1.9,1.2,10.1,11.4,-73.7,9.3
COc1ccc2cc(S(=O)(=O)c3ccccc3)c(=O)oc2c1,-3.1,-75.0,0.1,-0.5,21.1,6.4,-3.3,16.5,-22.4,-1.2
CCn1ncc(C(=O)Nc2ccc(F)cc2)c1C,0.9,-47.2,nt,4.8,0.7,-1.9,nt,2.5,nt,3.8
COc1ccc(OC)c(NC(=O)c2ccc(S(=O)(=O)N3CCN(C)CC3)cc2)c1,-8.5,-33.1,-1.6,-0.1,14.6,5.9,-1.1,-3.9,10.7,-11.6
O=C(NC1(C(F)(F)F)C(=O)Nc2c1c(=O)[nH]c(=O)n2Cc1ccccc1)c1ccc(Cl)cc1 (stereo not given),7.8,3.5,4.9,0.0,3.0,-13.6,-4.8,-1.8,-7.6,-2.6
O=C(O)c1cccc(-n2cccc2/C=C2/NC(=O)N(c3cccc(Cl)c3)C2=O)c1,-13.0,11.4,5.1,-0.2,17.3,36.4,-18.8,-0.3,-9.7,-11.6
N/C(=N\OC(=O)c1cccc(Cl)c1)c1cccnc1,4.7,-114.0,-1.5,1.9,12.2,0.5,1.2,8.0,-62.2,15.7
COCCCn1c(SCC(N)=O)nnc1-c1ccccc1,-0.7,7.3,2.2,0.2,27.1,0.5,-2.9,-3.5,-11.2,1.1
COc1ccc(OC)c2c(C)cc(C)nc12,-7.2,19.5,3.8,-0.4,20.5,0.4,5.3,-3.7,-5.6,-0.5
Cc1nc2sc(C(c3cccs3)N3CCC(C(N)=O)CC3)c(O)n2n1 (stereo not given),-17.3,-5.8,6.6,-0.4,67.4,-2.5,10.7,1.7,-7.3,-1.5

# (cont.)
SMILES,HSF1 activator,aSyn 5UTR inh,HSP90 refold inh,HIF activator,AI-2 QS mod,SKKanGAS inh,IEC-6 cytotox,Platelet DG rel,KLF5 inhibitor,HSF1 inhib
COc1cc(COCC(O)CN2CCN(Cc3ccccc3)CC2)cc(OC)c1OC (stereo not given),-7.2,-13.5,-0.9,-0.5,-7.8,1.8,2.7,1.6,-10.6,-6.7
COc1cc(NC(=O)C2C3C=CC(C3)C2C(=O)O)ccc1NC(=O)c1ccccc1 (stereo not given),-5.9,-33.0,0.1,0.6,22.4,-6.8,0.9,-0.9,-25.7,1.2
CC(=O)OCn1ncc(N2CCOCC2)c(Br)c1=O,-0.4,16.0,4.0,-0.1,11.0,4.7,1.3,-5.8,-6.2,-10.7
Cc1ccc(-c2nc(CS(=O)CC(=O)NC3CCCCC3)c(C)o2)cc1 (stereo not given),2.4,38.3,3.9,-0.5,17.4,4.3,-7.6,7.5,-1.7,7.5
O=C(N[C@@H](Cc1ccccc1)C(=O)O)c1cccnc1,15.3,9.5,0.1,-0.2,21.2,6.0,-9.9,14.3,-5.3,1.1
Cc1cc(NC(=O)c2ccc3c(c2)C(=O)N(c2cccc(C)c2C)C3=O)no1,10.8,-11.1,-3.1,-0.3,19.1,2.8,-5.4,-12.9,-14.4,2.6
Cc1nc2ccc(Nc3nc4cc(S(=O)(=O)N5CCOCC5)ccc4o3)cc2s1,-2.7,-45.9,-1.0,0.5,-8.9,5.8,8.1,-0.7,1.6,-14.2
CCOC(=O)C(C)Oc1ccc(OCc2ccccc2)cc1 (stereo not given),-1.8,-7.6,-0.2,-0.1,3.8,15.8,7.0,0.9,-7.8,1.0
CC(C)c1ccc(/C=C/C(=O)Nc2ccc(CN3CCOCC3)cc2)cc1,5.8,-0.3,3.3,-0.3,22.9,-1.7,2.9,-1.6,-7.3,-2.4
CCCCC(CCC(=O)O)(C(=O)OCC)c1csc(Nc2ccccc2)n1 (stereo not given),6.0,26.4,-7.1,0.2,-0.3,2.3,-3.9,7.3,-12.6,2.8
O=C(c1ccccc1F)N1CCN(c2cccc(C(F)(F)F)c2)CC1,1.6,-1.6,1.4,-0.7,4.5,-2.9,5.8,13.5,-7.8,-1.7
COc1ccc(OC)c(C2=NS(=O)(=O)N(C)C(C(=O)N3CCC4(CC3)OCCO4)=C2)c1,5.2,-6.7,-0.5,-0.6,4.6,-4.1,7.1,5.5,-3.8,3.5
CC(=O)Nc1ccc(N=C(C2=C(O)c3ccccc3C2=O)c2ccccc2)cc1,26.1,-63.7,-1.6,1.5,1.4,5.8,-3.3,7.1,-24.0,2.4
O=C(Nc1ccccc1-c1ccccc1)C1CCC1,7.4,-1.5,4.3,0.0,16.4,-3.8,-1.0,9.9,18.2,0.8
CCCOc1ccc(CNC(=O)Cn2c(=O)oc3ccccc32)cc1,9.4,1.1,2.0,0.0,33.1,-4.0,0.1,13.8,-5.1,3.5
O=C(NCCCN1CCN(c2cccc(Cl)c2)CC1)c1cccc(N2CCCC2=O)c1,-8.8,14.2,-1.5,-0.6,1.2,-1.3,-3.7,4.8,-14.9,-0.3
CCOC(=O)CSc1nc2ccccc2n1C(=O)OCC,10.3,15.3,0.2,0.4,30.9,-7.8,2.5,4.2,-19.5,-2.5
CC(=O)NCCC(=O)NCc1ccc(F)cc1,8.1,-2.3,-7.2,-18.9,17.2,-2.6,-5.1,0.8,1.9,2.1
C/C(Cc1ccccc1)=N\NC(=O)CNC(=O)Cc1ccccc1,-2.9,1.8,4.0,0.2,0.0,-7.4,8.1,-5.9,17.5,-1.2
CC(C)[C@H](NC(=O)NCCC1=CCCCC1)C(=O)O,5.0,0.2,-0.1,0.2,18.3,-6.1,-2.7,0.7,8.0,-2.9
COc1ccc2[nH]c(=O)c(CN(CCO)S(=O)(=O)c3ccc4c(c3)OCCO4)cc2c1,18.8,6.7,5.4,0.6,42.7,4.6,-8.0,1.1,-25.9,-1.8
O=[N+]([O-])c1ccc(N2CCN(C(=S)NCc3ccc(Cl)cc3)CC2)cc1,2.3,35.8,-4.3,-0.9,-33.1,21.5,2.3,26.8,-22.5,1.3
O=C1CN(C(=O)c2c(F)cccc2F)C(c2ccc(F)cc2)c2cc(F)ccc2N1 (stereo not given),3.2,8.7,1.5,-0.6,8.1,4.8,6.8,9.3,-6.3,8.2
Cn1ccnc1SCC(=O)N(C1CCCCC1)C1CCCCC1,-75.0,-6.3,0.0,-1.1,20.6,-4.1,-8.6,-0.6,-18.4,-68.3*
CC(=O)Nc1ccc(S(=O)(=O)NCc2ccc(C(=O)NCCN3CCCCCC3)cc2)cc1,6.5,3.2,2.0,0.0,7.0,0.9,-1.4,4.0,-19.4,-2.8

# (continued)
SMILES,HSF1 activator,aSyn 5UTR inh,HSP90 refold inh,HIF activator,AI-2 QS mod,SKKanGAS inh,IEC-6 cytotox,Platelet DG rel,KLF5 inhibitor,HSF1 inhib
COc1ccc2c(c1)c(C(C)=O)c(C)n2C,-14.1,7.0,2.0,0.3,19.2,-4.7,2.3,-2.0,-23.5,-5.8
CCCCCCNC(=O)C(C(=O)OCC)C1CCCCC1 (stereo not given),-21.5,5.9,0.6,0.3,8.5,2.8,2.3,-1.3,-17.0,-3.6
COc1cc(/C=N/NC(=O)c2ccoc2C)cc(OC)c1O,48.4,-90.0,-3.4,1.9,0.7,-9.8,4.0,-7.0,-44.0,46.7
Cc1ccc(NCc2ccccc2)cc1,7.8,-44.4,-0.6,0.8,16.2,3.5,-0.8,-17.3,-34.5,-11.2
COCCN1C(=O)N[C@@H](CCc2ccccc2)[C@@H](C(=O)OC)[C@H]1C,14.4,5.0,nt,-0.1,8.2,6.0,nt,-1.7,nt,4.6
COc1ccccc1NC(=O)CSC1=NC(=O)C(NC(C)=O)C(=O)N1 (stereo not given),1.9,-19.3,-3.6,-0.3,15.5,-2.9,2.0,9.3,-7.2,-0.2
CCOC(=O)CC(=O)CSc1nccc(-c2cccnc2)n1,-7.3,-10.4,-7.5,0.3,11.0,-0.2,-6.6,-13.8,-10.2,-5.7
COc1ccc(C(=O)NCc2cn3c(C)csc3n2)cc1OC,-12.4,4.0,3.0,0.5,15.8,-4.5,-3.8,5.0,-6.6,-4.0
